human PMI inhibitors: MPI inhibition at elevated mannose 6-phosphate – biochemical, fluorescence intensity, high mannose 6-phosphate, primary screen (AID 1220); recombinant PMI enzyme, coupled fluorescence intensity; higher % means a stronger effect; inhibition, % at 20 µM; hits with a dose series show IC50 in µM; hit rate 0.66% among 190,000
Siah-1 displacement: blockers of Siah-1 interaction with plectin peptide – biochemical, fluorescence polarization, rhodamine-plectin, uHTS, primary screen (AID 1817). Siah-1 / rhodamine-plectin peptide fluorescence polarization; higher % means a stronger effect. displacement, % at 20 µM; hits with a dose series show IC50 in µM. hit rate 0.02% among 290,000;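 active = displacement of at least 50% at 20 µM, with a fluorescence ratio check between 0.3 and a set limit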;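 also: plate controls were Siah plus tracer with DMSO for no effect and tracer alone without Siah for full effect; strong numbers were not always called active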
AID2073: inhibitors of Mint1-CaV2.2 protein interaction, biochemical, HTRF (AID 2073); HTRF protein-protein interaction, Mint1-CaV2.2; higher % means a stronger effect; inhibition, % at 20 µM; hits with a dose series show IC50 in µM; hit rate 0.19% among 290,000; in the data active = inhibition mostly above about 51%, no sharp cut-off; also: some results filed as inactive read as strong as hits
P. falciparum M17LAP: P. falciparum M17LAP inhibitors, primary screen, biochemical, fluorogenic H-Leu-NHMec substrate, 1536-well (AID 1619) | recombinant M17LAP, H-Leu-NHMec fluorogenic kinetic assay; higher % means a stronger effect | inhibition, % at 30 µM, or IC50 in µM where a hit was titrated | hit rate 0.38% among 220,000;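 active = compound inhibiting the enzyme by more than half at any dose during confirmatory dose-response retesting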;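 also: plate controls were full reaction with DMSO carrier for no effect and no enzyme background for full effect; strong numbers were not always called active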
M1AAP inhibition: P. falciparum M1AAP inhibitors, biochemical, fluorogenic H-Leu-NHMec substrate, 1536-well (AID 1445) | inhibition, % at 30 µM; hits with a dose series show IC50 in µM | hit rate 0.42% among 220,000 | recombinant M1AAP, H-Leu-NHMec fluorogenic kinetic assay; higher % means a stronger effect;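 active = primary inhibition above the hit cutoff, then over 50% inhibition at one or more dose response concentrations, cut at about 23% in these data, passing the limit was not always enough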;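 also: plate controls were DMSO full reaction for no effect and no enzyme background for full effect; strong numbers were not always called active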
LYP phosphatase: PTPN22 lymphoid phosphatase activity blockers – biochemical, fluorescence intensity, uHTS (AID 1779); recombinant LYP phosphatase, fluorescence intensity; higher % means a stronger effect; inhibition, % at 11.5 µM; hits with a dose series show IC50 in µM; hit rate 0.054% among 290,000;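 also: plate controls were vehicle with enzyme for no effect and no enzyme for full effect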
Dynein transport: dynein cargo transport inhibition; 3617.4 mouse cells, GR-EGFP nuclear translocation imaging; test concentration mostly 20 µM; stimulated with dexamethasone, 1 µM; hits give low values; z-score, hits read low; hit rate 0.47% among 220,000; AID 1381;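 active = plate z-score of nuclear minus cytoplasmic receptor signal below a set negative limit, without overly bright fluorescence or cell loss, cut at about -3.5 in these data, passing the limit was not always enough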;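 also: z-score of nuclear minus cytoplasmic ring GR-EGFP intensity difference per well; some compounds called inactive have numbers as strong as hits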
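Buffer or medium: tetracycline-free induction medium containing charcoal-stripped FBS / Reagent: dexamethasone agonist, 1.0 µM final, for 30 min / Technique: automated 10x imaging of fixed Hoechst-stained cells / Times: induction 48 h, compound 1 h, agonist 30 min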
XIAP antagonists: XIAP antagonists, biochemical, IAP family, fluorescence polarization (AID 1018); XIAP BIR domain, fluorescence polarization peptide displacement; higher % means a stronger effect; displacement, % at 20 µM, or IC50 in µM where a hit was titrated; hit rate 0.007% among 200,000; in the data active = displacement above about 50%; also: a part of the inactive calls stands beside numbers as strong as those of hits
human PMI inhibition: MPI enzyme activity inhibition – biochemical, fluorescence intensity, coupled assay, primary screen (AID 1209). purified PMI enzyme, coupled fluorescence intensity; higher % means a stronger effect. one-dose inhibition, % at 20 µM; IC50 in µM for titrated hits. hit rate 0.42% among 190,000;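 also: plate controls were DMSO vehicle for no effect and wells lacking substrate for full effect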
Dynein transport cytoplasmic EGFP: second read-out of Dynein transport, no call of its own (marks repeat the call); z-score; measured here: cytoplasmic GR-EGFP intensity; hits give high values
Dynein transport nuclear GR-EGFP: recorded beside Dynein transport, whose call it bears; z-score; measured here: nuclear GR-EGFP intensity;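 lower value marks the stronger effect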
Dynein transport cell count: further read-out of Dynein transport, marked with its call; z-score; measured here: cell count per field
Starred values were filed as active, the others as inactive; i = inactive; / = no result given. Rule as the data show it, unless noted: active = inhibition above about 50%; inactive = the rest.

SMILES	human PMI inhibitors	Siah-1 displacement	AID2073	P. falciparum M17LAP	M1AAP inhibition	LYP phosphatase	Dynein transport	Dynein transport cytoplasmic EGFP	Dynein transport nuclear GR-EGFP	Dynein transport cell count	XIAP antagonists	human PMI inhibition
COC(=O)c1ccc(-n2c(C)ccc2-c2ccccc2)cc1	5%	13%	0%	8%	22%	0%	0.51	-0.22	0.12	-0.073	-7.0%	16%
O=C(O)C1CCN(c2c([N+](=O)[O-])cc(C(F)(F)F)cc2[N+](=O)[O-])CC1	-2%	-6%	14%	-9%	-4%	-7%	0.59	-0.23	-0.31	0.26	-3.5%	-7%
CCc1cc2c(=O)c(-c3ccc(F)cc3)c(C(F)(F)F)oc2cc1OCC(=O)O	11%	0%	10%	16%	8%	3%	0.53	-0.22	-0.095	-0.21	-5.5%	3%
O=C1NCCN/C1=C\C(=O)c1ccc(Br)cc1	/	-1%	4%	7%	2%	1%	0.7	-0.18	0.37	-0.9	/	/
CC1CCC2C(=O)N(c3ccc(NC4CCN(Cc5ccccc5)CC4)c([N+](=O)[O-])c3)C(=O)C2C1 (stereo unspecified)	12%	9%	-12%	4%	-4%	-4%	-0.18	-0.18	-0.048	-0.31	-4.8%	16%
Cc1cc(Oc2ccc(N)cn2)cc(C)c1Cl	/	16%	-31%	-3%	5%	-8%	1.2	-0.26	0.35	-0.47	/	/
CCOc1ccc(C2c3c(oc4ccccc4c3=O)C(=O)N2c2ccc(C)cn2)cc1OC (stereo unspecified)	11%	6%	5%	3%	7%	6%	2.5	-0.24	1.2	0.59	-0.6%	15%
CC(C)c1nnc(NC(=O)CSc2nnc(NC(=O)c3c(F)cccc3F)s2)s1	4%	4%	-4%	3%	8%	-12%	0.34	-0.26	0.18	0.01	-3.4%	-7%
COC(=O)Cn1ccc(N(C)C)c(C#N)c1=O	2%	-1%	9%	2%	1%	-10%	0.44	-0.16	1	-1.2	-1.7%	4%
Cc1cc(C)nc(Nc2ccccc2Br)n1	3%	-1%	-2%	-1%	-1%	3%	0.33	-0.17	0.5	-0.39	-4.9%	0%
CC(=O)n1cc([C@@H]2C=C(C(=O)Nc3ccccc3)O[C@H](OCCCCO)C2)c2ccccc21	19%	-6%	10%	-2%	-1%	0%	-0.28	-0.14	0.13	0.34	-4.2%	15%
CN(Cc1cn(C)nc1-c1ccc(Oc2ccccc2)cc1)C1CCOC1 (stereo unspecified)	/	10%	-12%	16%	2%	-7%	0.56	-0.18	0.29	0.039	/	/
O=C(NCc1ccccc1)C(=O)NCC1OCCN1C(=O)c1ccc(Cl)cc1 (stereo unspecified)	6%	-5%	20%	6%	1%	7%	-0.76	-0.2	-0.35	0.17	-15%	9%
CCCc1[nH]nc2c1C(c1cc(OC)cc(OC)c1)C(C#N)=C(N)O2 (stereo unspecified)	6%	-3%	0%	-4%	2%	-8%	0.092	0.061	0.42	-0.12	-2.0%	6%
CCOc1cc(C(=O)N(C)Cc2cc3ccccc3[nH]c2=O)cc(OCC)c1OCC	-3%	4%	-7%	-5%	4%	5%	-0.53	-0.27	-0.066	0.88	0.4%	2%
O=C1CCc2cc(S(=O)(=O)N3CCC(C(=O)NC4CCCC4)CC3)ccc2N1	-1%	-2%	5%	2%	2%	-1%	-1	-0.32	-0.52	1.1	-6.5%	-2%
CCn1c(CN2CCN(Cc3ccc(C)cc3)C(CCO)C2)nc2ccccc21 (stereo unspecified)	8%	2%	-5%	-1%	0%	-4%	-0.8	-0.33	-0.2	0.63	-4.4%	8%
COc1cccc(NC(=S)N/N=C2\CC(C)(C)Oc3ccc(O)cc32)c1	0%	5%	16%	7%	9%	-6%	1.5	-0.1	0.79	-0.8	-5.6%	7%
CC(C)(C)c1[nH]nc2c1C(c1ccsc1)C(C#N)=C(N)O2 (stereo unspecified)	/	-2%	0%	4%	2%	1%	-0.3	-0.21	-0.23	1.2	-0.1%	/
COC(=O)CNC(c1ccccc1)c1cc(Br)ccc1NC(=O)CCN1CCOCC1 (stereo unspecified)	15%	-7%	19%	5%	-1%	4%	-2.6	0.44	-2.1	-0.69	-12%	26%
Cc1cc(C)n(C(=O)/C(C#N)=N\Nc2ccccc2[N+](=O)[O-])n1	4%	0%	4%	17%	6%	-1%	-0.13	-0.36	-0.16	0.78	-5.2%	-8%
O=C(CCSc1nnc2ccccn12)Nc1ccc2c(c1)OCO2	1%	-4%	3%	9%	11%	1%	-0.14	-0.27	0.048	0.22	-5.3%	-3%
Cc1cc(C(=O)OCC(=O)Nc2ncc(C(F)(F)F)cc2Cl)c(C)o1	-8%	0%	0%	-4%	6%	4%	-0.65	-0.14	0.18	0.49	-0.6%	-3%
O=C(O)c1ccc2c(c1)C1C=CCC1C(c1ccncc1)N2 (stereo unspecified)	/	8%	31%	0%	9%	-1%	-0.51	-0.61	-0.45	-0.35	/	/
O=C(CSc1nc2ccccc2n1Cc1ccccc1)N/N=C/c1ccco1	14%	3%	-16%	14%	2%	2%	-0.16	-0.073	-0.33	0.13	-5.1%	19%
COc1ccc(C(=O)OCC(=O)NCc2ccco2)cc1S(=O)(=O)N1CCN(c2cccc(Cl)c2)CC1	9%	2%	15%	-10%	5%	1%	-0.38	-0.17	-0.0069	0.76	-2.3%	9%
Cc1cccn2c(=O)c3cc(C#N)c(=O)n(-c4c(C)n(C)n(-c5ccccc5)c4=O)c3nc12	2%	-1%	5%	7%	2%	0%	0.65	-0.2	0.77	0.43	-0.7%	6%
O=C(CSc1nc2cc(S(=O)(=O)N3CCOCC3)ccc2o1)NC1CCCc2ccccc21 (stereo unspecified)	8%	-5%	6%	1%	0%	0%	-0.37	0.13	-0.6	0.48	-7.3%	47%
COc1cccc(C2CC(c3ccc(NS(C)(=O)=O)cc3)=NN2C(=O)c2ccccc2)c1OC (stereo unspecified)	5%	4%	30%	-4%	-1%	1%	0.5	-0.25	0.29	-0.15	-4.3%	-6%
CC1CCC/C(=N\NC(=S)Nc2ccccc2)C1 (stereo unspecified)	-47%	-8%	-14%	15%	3%	-13%	0.13	-0.34	-0.27	0.42	-1.7%	-26%
COCCN1C=C2C(=O)C(C)(OC(=O)C3CCCC3)C(=O)C(c3ccccc3)=C2C=C1CCCC(=O)OC (stereo unspecified)	/	-2%	-4%	-5%	1%	-8%	0.43	-0.84	0.21	0.53	/	/
CCCCN(CC)Cc1ccc(CNC(=O)Nc2ccccc2)o1	-4%	1%	-3%	10%	-1%	-10%	-1	-0.087	-0.24	1.2	-5.3%	-1%
COc1ccc(N(CC(=O)Nc2cccc(C)c2)S(=O)(=O)c2c(C)n[nH]c2C)cc1	13%	-3%	-7%	2%	0%	-8%	0.008	-0.37	0.045	0.27	-5.4%	9%
NS(=O)(=O)c1ccc(N2CCCCCC2)c([N+](=O)[O-])c1	8%	-2%	6%	-14%	4%	-8%	-0.62	-0.25	-0.47	0.9	-10%	13%
COC(=O)c1ccc(CSc2nnc(Nc3ccc(C)cc3)s2)o1	-6%	4%	-3%	25%	13%	-1%	-0.89	-0.041	-0.14	0.57	-23%	2%
O=C(c1ccco1)[C@@H]1[C@@H]2C(=O)N(c3ccccc3)C(=O)[C@@H]2C2c3ccccc3C=CN21 (stereo partly specified)	-26%	2%	4%	/	/	-7%	-0.39	-0.1	0.16	-0.66	-4.7%	-34%

Retrieved by structure from the entries so far:
SMILES	human PMI inhibitors	Siah-1 displacement	AID2073	P. falciparum M17LAP	M1AAP inhibition	LYP phosphatase	Dynein transport	Dynein transport cytoplasmic EGFP	Dynein transport nuclear GR-EGFP	Dynein transport cell count	XIAP antagonists	human PMI inhibition
O=C(NCc1ccccc1)C(=O)NCC1OCCN1C(=O)c1ccc(Cl)cc1 (stereo unspecified)	6%	-5%	20%	6%	1%	7%	-0.76	-0.2	-0.35	0.17	-15%	9%
COC(=O)c1ccc(-n2c(C)ccc2-c2ccccc2)cc1	5%	13%	0%	8%	22%	0%	0.51	-0.22	0.12	-0.073	-7.0%	16%

The list continues:
SMILES	human PMI inhibitors	Siah-1 displacement	AID2073	P. falciparum M17LAP	M1AAP inhibition	LYP phosphatase	Dynein transport	Dynein transport cytoplasmic EGFP	Dynein transport nuclear GR-EGFP	Dynein transport cell count	XIAP antagonists	human PMI inhibition
CC(C)CCn1cnc2c(cnn2-c2ccc(F)cc2)c1=O	4%	2%	8%	7%	-7%	-5%	0.036	-0.16	0.39	0.054	-19%	4%
CC(=O)c1sc(N2CCOCC2)nc1-c1ccccc1	26%	16%	-1%	10%	11%	-2%	-0.33	-0.21	-0.11	0.034	-5.3%	6%
Cc1cc(C)n2ncc(C(=O)Nc3ccc4c(c3)OCO4)c2n1	8%	i	-1%	3%	-6%	-7%	-0.15	-0.24	0.55	1.5	-2.3%	12%
CC(Oc1ccc(Cl)cc1)c1ccnc(N)n1 (stereo unspecified)	0%	1%	-17%	-1%	-1%	-10%	1.3	-0.32	0.81	-0.6	-8.4%	0%
CN(C(=O)COC(=O)c1ccc(Cl)c(N)c1)c1ccccc1	-6%	1%	12%	9%	6%	-4%	-0.45	-0.32	-0.038	0.65	-0.3%	-19%
Cn1c(C(=O)NCCCN2CCOCC2)cc2c(=O)n(C)c3ccccc3c21	4%	1%	36%	14%	5%	2%	-0.63	-0.23	-0.1	0.52	-0.7%	-2%
O=C(N/N=C/c1ccccc1)c1ccc(CN2C(=O)c3cccc4cccc2c34)cc1	23%	37%	36%	6%	7%	3%	0.019	-0.24	0.057	0.24	-0.7%	13%
CCOC(=O)C(NCc1ccccc1OC)(NC(C)=O)C(F)(F)F (stereo unspecified)	8%	3%	-9%	-5%	1%	-6%	-1.1	-0.26	-0.67	0.13	-1.1%	3%
Fc1ccccc1Cc1nnc2n1N=C(c1ccc(Cl)cc1)CS2	-1%	3%	-1%	-1%	-5%	-5%	1.3	-0.15	0.82	-1.1	1.3%	-1%
O=C1CSC(=Nc2ccc(Cl)cc2)N1Cc1cccnc1	/	1%	-16%	5%	0%	-8%	0.82	-0.057	0.19	-0.9	/	/
CCN(CC)CC(=O)Nc1c(C#N)cnn1-c1ccccc1	/	-2%	8%	/	/	-8%	-1.4	-0.23	-0.15	1.2	/	/
Cc1ccc(NC(=O)C2CCN(S(=O)(=O)c3cccc4nonc34)CC2)nc1	4%	-3%	8%	9%	0%	-4%	0.43	-0.18	0.23	0.77	0.5%	-4%
O=C1C(Nc2cccc(O)c2)=C(N2CCCCC2)C(=O)c2ccccc21	10%	-2%	-22%	8%	14%	-12%	-0.91	-0.12	-0.22	0.66	-5.5%	-13%
C=C(C)CNC(=S)NN=C1c2ccccc2-c2ccccc21	2%	6%	5%	-9%	-1%	2%	-0.79	-0.29	0.08	1.8	-3.3%	4%

Bioassay records: PubChem BioAssay, several laboratories
